Assay outcomes deposited in PubChem BioAssay by National Center for Advancing Translational Sciences (NCATS).
RGS4 inhibitor: Inhibitors of Regulator of G Protein Signaling (RGS) 4: qHTS. Potency, µM (series often up to 114 µM), without a hit: at the top dose activity change, negative = inhibition, most hits filed as inhibitors. Transcreener GDP fluorescence polarization, RGS4-accelerated GTP hydrolysis. hit rate 0.039% among 390,000. AID 504845, 2011. Regulator of G-protein signaling 4 (Homo sapiens), P49798; note: potency is the fitted concentration of half-maximal effect; % is set by controls: 0 for no effect and ±100 for the full control effect; nearly all actives have a fitted effect of over 75% in size; some results filed as inactive show a strong effect at the top dose
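MLSMR compounds (23 nl, pin-transferred) preincubated 10 min at room temperature with a 500nM (2x) first reagent, then RGS4 at 900nM (2x) plus Transcreener GDP mix added; fluorescence polarization (620/688 nm) read before and after 90 min at 30 °C.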
Vif-A3G inh: qHTS for Inhibitors of Vif-A3G Interactions: qHTS. HeLa A3G-eYFP + Vif (tagged APOBEC3G with the HIV-1 protein that degrades it), YFP fluorescence, overnight. Potency, µM (highest dose often 46.1 µM), without a hit: at the highest dose activity, negative = active, usual class: inhibitors. AID 602310, 2012. DNA dC->dU-editing enzyme APOBEC-3G (Homo sapiens), Q9HC16. hit rate 0.076% among 410,000;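 note: potency is the fitted concentration of half-maximal effect; % is set by controls: 0 for no effect and ±100 for the full control effect; nearly all actives have a fitted effect of over 60% in size; hits raise eYFP signal because A3G escapes Vif-driven loss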
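HeLa cells stably expressing Vif and C-terminally eYFP-tagged A3G, seeded overnight at 37 deg C, then exposed to compound by pintool overnight at 37 deg C. Rise in yellow fluorescence (Ex 488/Em 500-530, Acumen) marks blocked Vif-driven A3G degradation.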
ALOX12 inh: Primary qHTS assay for inhibitors of human arachidonate 12S-lipoxygenase (ALOX12): Round 2; Polyunsaturated fatty acid lipoxygenase ALOX12 (Homo sapiens), P18054; purified 12hLO, xylenol orange hydroperoxide absorbance; Potency, µM (series often up to 108 µM), for inactives: at the top dose activity change, negative = inhibition, most hits filed as inhibitors; hit rate 1.1% among 580,000; AID 1671190, 2021; note: potency is the fitted concentration of half-maximal effect; % is set by controls: 0 for no effect and ±100 for the full control effect
Target sequence (P18054 whole entry, looked up): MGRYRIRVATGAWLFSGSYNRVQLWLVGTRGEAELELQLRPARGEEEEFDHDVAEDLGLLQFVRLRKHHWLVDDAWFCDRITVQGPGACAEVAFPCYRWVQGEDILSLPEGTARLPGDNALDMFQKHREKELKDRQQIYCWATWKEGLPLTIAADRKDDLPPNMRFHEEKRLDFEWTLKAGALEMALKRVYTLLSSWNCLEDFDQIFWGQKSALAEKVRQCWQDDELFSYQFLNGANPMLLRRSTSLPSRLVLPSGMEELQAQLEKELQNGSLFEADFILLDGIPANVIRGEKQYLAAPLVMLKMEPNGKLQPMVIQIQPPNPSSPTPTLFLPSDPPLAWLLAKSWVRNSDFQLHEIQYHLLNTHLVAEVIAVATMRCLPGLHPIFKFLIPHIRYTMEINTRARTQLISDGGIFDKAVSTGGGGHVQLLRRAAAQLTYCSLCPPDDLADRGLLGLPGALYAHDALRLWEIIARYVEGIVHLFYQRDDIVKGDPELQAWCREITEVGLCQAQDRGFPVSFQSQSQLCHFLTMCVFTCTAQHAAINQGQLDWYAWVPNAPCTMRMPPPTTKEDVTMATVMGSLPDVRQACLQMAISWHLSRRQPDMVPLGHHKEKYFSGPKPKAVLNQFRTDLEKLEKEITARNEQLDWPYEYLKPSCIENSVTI
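Purified human 12hLO at 150 nM in 25 mM Hepes, 0.01% Triton X-100, pH 7.0, preincubated 15 min at room temperature with compound. Reaction started with 40 uM arachidonic acid, 30 min at room temperature. Hydroperoxide measured by Fe-xylenol orange, 573/405 nm absorbance ratio.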
Vif-A3F inh: qHTS for Inhibitors of Vif-A3F Interactions: qHTS | HeLa A3F-eYFP + Vif (tagged APOBEC3F with the HIV-1 protein that degrades it), YFP fluorescence increase | Potency, µM (top dose mostly 46.1 µM), inactives show at the highest dose activity, negative = active | hit rate 0.2% among 390,000; note: potency is the fitted concentration of half-maximal effect; % of control where 0% means no effect; nearly all actives have a fitted effect of over 65% in size
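HeLa cells stably expressing Vif plus C-terminally eYFP-tagged A3F were seeded, incubated overnight at 37 deg C, dosed with compound, incubated overnight again at 37 deg C. Yellow fluorescence (Ex 488/Em 500-530) reported blocked Vif-mediated A3F-eYFP degradation.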
Glioma ERSR ind: qHTS for Inducers of the Endoplasmic Reticulum Stress Response (ERSR) in Human Glioma: qHTS; U87-MG GRP78 promoter luciferase reporter, 16 h; Potency, µM, for the others: at the top dose activation, actives largely listed as activators; hit rate 0.02% among 420,000; AID 602332, 2012; note: potency is the fitted concentration of half-maximal effect; series mostly up to about 76 µM; % of control where 0% means no effect; nearly all actives have a fitted effect of over 35% in size
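ERSR induction read as luciferase luminescence (Bright-Glo, 10 min at room temperature) in stably transfected human U87-MG glioma cells exposed to compounds for 16 h, using GRP78 as sensor.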
D2 antagonist: HTS Assay for Allosteric Antagonists of the Human D2 Dopamine Receptor: Primary Screen for Antagonists; hit rate 2% among 340,000; HEK293 TREx D2 cells, calcium flux, dopamine EC80; D(2) dopamine receptor (Homo sapiens), P14416; inhibition, % at 10 µM; in the data active = inhibition above about 30%; note: 0% is about no effect
Target sequence (P14416 whole entry, looked up): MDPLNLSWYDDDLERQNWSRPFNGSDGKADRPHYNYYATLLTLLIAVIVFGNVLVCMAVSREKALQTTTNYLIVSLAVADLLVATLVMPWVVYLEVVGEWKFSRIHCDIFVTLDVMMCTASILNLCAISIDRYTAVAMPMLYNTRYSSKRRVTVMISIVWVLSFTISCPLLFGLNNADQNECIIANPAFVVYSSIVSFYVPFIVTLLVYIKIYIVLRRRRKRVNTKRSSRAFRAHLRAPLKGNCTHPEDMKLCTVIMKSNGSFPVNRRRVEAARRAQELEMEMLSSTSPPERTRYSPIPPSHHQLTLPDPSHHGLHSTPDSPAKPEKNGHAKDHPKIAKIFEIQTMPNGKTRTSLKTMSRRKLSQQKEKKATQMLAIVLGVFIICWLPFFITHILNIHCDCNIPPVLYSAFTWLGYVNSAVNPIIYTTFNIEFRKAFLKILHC
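Dopamine at EC80 is the agonist stimulus; test compounds precede it by 180 s. Calcium flux read kinetically in a force-coupled, inducible HEK293 T-REx D2 cell line.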
LDHA block: qHTS assay for inhibitors of human lactate dehydrogenase; purified LDHA, NADH/diaphorase-resazurin fluorescence; active compounds read low; hit rate 0.15% among 480,000; L-lactate dehydrogenase A chain (Homo sapiens), P00338; activity change, % (values are at about 110 or 230 µM); in the data active = activity change below about -30%; inconclusive = mostly about -25% to -30%;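 note: plate controls were DMSO wells for no effect and wells without enzyme for full effect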
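LDH5 2 nM; NADH 0.06 mM, pyruvate 0.2 mM; 200 mM Tris pH 7.4, EDTA, Tween-20; 5 min RT. Detection: diaphorase 0.133 mg/mL + resazurin 37 µM, fluorescence ex540/em590 at 0 and 20 min; normalized to enzyme-free and DMSO wells.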
ERG-DNA inh: qHTS for Small Molecule Inhibitors of the ERG Ets/DNA interaction; Potency, µM (top dose mostly 76.9 µM), without a hit: top-dose FP activity, negative = inhibition, hits mostly inhibitors; AID 624246, 2012; Transcriptional regulator ERG (Homo sapiens), P11308; hit rate 0.028% among 370,000; fluorescence polarization, His-ERG Ets domain / labelled DNA; active = well fitted inhibition curve with a large enough effect in the polarisation, with a control signal flat; inconclusive = small, poorly fitted or top-dose-only effect, or effect the other way, or a change in a side signal; inactive = no such curve, though single readings can be large or run the other way; the % refers to the polarisation;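 note: polarization taken with two DNA probes labelled with fluorescein and Texas red; potency is the fitted concentration of half-maximal effect; % of control where 0% means no effect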
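His-tagged ERG Ets domain (1 uM in the protein solution; 300mM KCl, 50mM Tris-HCl, 1mM EDTA, 1mM DTT, pH 7.5) received compound, then a probe mix of 5 nM fluorescein-DNA and 100nM Texas-615-DNA. Fluorescence polarization was read for both dyes.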
D2 ag: HTS Assay for Allosteric Agonists of the Human D2 Dopamine Receptor: Primary Screen for Agonists | D(2) dopamine receptor (Homo sapiens), P14416 | activation, % at 2 µM | hit rate 0.53% among 340,000 | AID 485358, 2010 | HEK293 T-REx D2 cells, calcium flux agonist mode;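 active = activation over 3 SD above normal in the single-dose calcium agonist read, cut at about 30% in these data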; note: 0% is about no effect
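Tetracycline-induced HEK293 T-REx cells with force-coupled D2 receptor, plated overnight at 30 C, loaded with no-wash calcium dye. After a 10 s baseline, compound was pin-added and calcium flux read kinetically for 180 s; calcium rises flagged agonists.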
* marks the source's active call; other numbers are inactive results; ? = inconclusive; · = not tested or not shown; [ ] = remark or other dose. Unless noted, calls come from the whole dose curve; as a rule, active = well fitted curve in the direction sought with a large enough effect; inconclusive = small, poorly fitted or top-dose-only effect, or another doubt; inactive = no such curve, though single readings can be large; an effect the other way counts as inactive or inconclusive. Some of the compounds tested; count on the stated rates, not on these rows.

SMILES | RGS4 inhibitor | Vif-A3G inh | ALOX12 inh | Vif-A3F inh | Glioma ERSR ind | D2 antagonist | LDHA block | ERG-DNA inh | D2 ag
CC(=O)c1ccc(S(=O)(=O)NCCC(=O)N2CCN(c3ccccn3)CC2)cc1 | -1% | -1% | 94%[activator] | 8% | -3% | -35 | -6 | -1% | -0.4
CC(C)NC(=O)c1cc2cc([N+](=O)[O-])ccc2s1 | -28% | 2% | 0% | 3% | -3% | -10 | -3 | 2% | 0.7
OCCC1CN(Cc2nc3c(s2)CCCC3)CCN1CCc1ccccc1 (stereo not drawn) | 0% | -7% | -1% | 8% | -4% | 1 | -9 | -2% | 0.9
O=C(CCCCCNC(=O)c1ccccc1)C[N+](=O)[O-] | -26% | 1% | 6% | 9% | -5% | -11 | -4 | 4% | 0.1
Cc1ccc(C(=O)O/N=C(\N)c2ccccn2)cc1 | -3% | 2% | 24% | -19% | -12% | 12 | -6 | -6% | -0.1
O=C(CN1CCN(c2ccc(O)cc2)CC1)Nc1ccc(-c2ccccc2)cc1 | ? | 0% | ? | 13% | -3% | -9 | 37 | 4% | -1.1
Nc1ccccc1-n1c(=O)n(Cc2ccccc2F)c(=O)c2[nH]cnc21 | -7% | 2% | 5% | 1% | -1% | -4 | -1 | 7% | 1.1
C=CCn1c(-c2cccc(Cl)c2)n[nH]c1=S | -33% | -7% | ? | 5% | 2% | -9 | -9 | 0% | -1.4
CNc1ncnc2c1ncn2[C@H]1CN(Cc2ccccc2)C[C@@H](CO)O1 | · | 1% | -2% | · | -3% | · | -4 | · | ·
CCCCN1C(N)=NC[C@@H]1Cc1ccc(O)cc1 | 1% | 0% | 0% | 0% | -3% | -13 | -3 | 1% | -0.3

The final 3 records of the part before are carried over, then new ones follow.
SMILES | RGS4 inhibitor | Vif-A3G inh | ALOX12 inh | Vif-A3F inh | Glioma ERSR ind | D2 antagonist | LDHA block | ERG-DNA inh | D2 ag
C=CCn1c(-c2cccc(Cl)c2)n[nH]c1=S | -33% | -7% | ? | 5% | 2% | -9 | -9 | 0% | -1.4
CNc1ncnc2c1ncn2[C@H]1CN(Cc2ccccc2)C[C@@H](CO)O1 | · | 1% | -2% | · | -3% | · | -4 | · | ·
CCCCN1C(N)=NC[C@@H]1Cc1ccc(O)cc1 | 1% | 0% | 0% | 0% | -3% | -13 | -3 | 1% | -0.3
CCC(C)Sc1nnc(NC(=O)c2ccco2)s1 (stereo not drawn) | -7% | 1% | 0% | -2% | 4% | · | 0 | 5% | ·
C=CCOc1cccc(C(=O)N2CCCC(Nc3ccc(F)cc3)C2)c1 (stereo not drawn) | 19% | 3% | ? | ? | -3% | · | 1 | 9% | ·
CC(C)n1cc(/C=C2/SC(=O)N(CC(=O)N3CCCC3)C2=O)c2ccccc21 | -30% | 0% | -9% | -5% | -4% | -10 | 1 | 2% | -0.2
COc1ccc(NC(=S)N2CCN(C(=O)c3ccco3)CC2)c(OC)c1 | -47% | -5% | -10% | -14% | -4% | 2 | -7 | · | 9.6
C/C(=N\NC(=O)CNC(=O)C(c1ccccc1)c1ccccc1)c1ccc(C(C)(C)C)cc1 | 16% | -2% | 26% | 3% | -1% | 2 | -1 | 7% | 0.6
Cc1ccc(-c2nn(Cc3ccccc3)cc2C(=O)NCC2CCCO2)cc1 (stereo not drawn) | 13% | 1% | -4% | -13% | -5% | 4 | -2 | 0% | -2.0
CCOc1ccc(/C=C2\SC(=S)N(C)C2=O)cc1OC | 1% | -11% | 0% | 17% | 4% | -5 | -4 | ? | 0.0
C[C@@]12CCC=C[C@H]1[C@H](c1ccc(F)c(/C=C/c3ccccc3)c1)N(Cc1ccccc1)C2=O | 14% | -11% | -2% | -7% | -1% | -6 | -3 | 3% | -0.1
Cc1nc2c(C)cccc2c2c1CCS2 | -8% | 1% | -21% | 11% | -1% | -8 | -3 | -3% | -0.2
Cc1cc(S(=O)(=O)NCc2ccco2)c(C)cc1Cl | -43% | 2% | ? | 2% | -1% | · | -2 | 9% | ·
CCn1c(SCCN2CCCCC2)nnc1-c1ccc(S(=O)(=O)N2CCOCC2)cc1 | -24% | 2% | ? | 5% | -6% | 10 | -13 | -11% | -0.7
CC(=O)Nc1cc(C(F)(F)F)ccc1N1CCOCC1 | -4% | 1% | 13% | -2% | -7% | -6 | -5 | -4% | 0.4
CCOC(=O)N1CCN(C(=O)c2ccccc2N(Cc2ccccc2)S(=O)(=O)c2ccc(OC)cc2)CC1 | 18% | -17% | -1% | -1% | -4% | -13 | 0 | 0% | -1.1
CCCc1ccc(OCc2ccc(C(=O)NN)o2)c(OC)c1 | -14%[56.9 µM] | 1% | 2% | 1% | 4% | 11 | -1 | 6% | 1.1
O=[N+]([O-])c1ccc2c(c1)CCN2 | 8% | 1% | 0% | 1% | -1% | · | 7 | -1% | ·
CNC(=O)Nc1ccc2nc(C)sc2c1 | 4%[11.4 µM] | -1% | 2% | 2% | -4% | 15 | -1 | -14% | -1.2
COc1ccc(S(=O)(=O)N(C)C)cc1NC(=O)Cc1ccc(S(=O)(=O)N2CCOCC2)s1 | -25% | -1% | -3% | -29% | -4% | 25 | 0 | 10% | 0.0
O=C(Cn1ccc([N+](=O)[O-])n1)NCc1cccnc1 | 1% | -3% | 28% | -11% | -3% | 25 | -3 | 4% | 0.6
COc1ccccc1NC(=O)c1sc2nc3c(cc2c1N)CN(Cc1ccccc1)CC3 | -3% | -6% | -17% | ? | -2% | · | -1 | 4% | ·
CC(C)c1ccc(-c2cc(C(=O)N3N=C(C(F)F)CC3(O)C(F)F)c3ccccc3n2)cc1 (stereo not drawn) | -2% | -16% | -3% | 5% | 18% | -10 | 4 | -7% | 1.6
COc1ccc(-c2[nH]ncc2CN2CCCOc3c(cccc3OC)C2)c(OC)c1 | 6% | 2% | 9% | -11% | -4% | -6 | -6 | 3% | -1.3
COc1ccc(CNc2cc(C)ccn2)c(O)c1 | -21% | 3% | 12% | 0% | -1% | 15 | 0 | -1% | 0.2
CCOC(=O)c1ccc(OCC(=O)c2ccc(O)cc2O)cc1 | -6% | -1% | 0% | 3% | -6% | -3 | 1 | -6% | -0.5
CCOC(CNc1ncnc2sc(-c3ccccc3)cc12)OCC | -8% | -2% | 14% | -1% | 4% | 16 | 0 | -16% | -0.6
COc1ccc(S(=O)(=O)N2CCCCC2)cc1NC(=O)CCCNC(=O)c1ccc(Cl)cc1 | -20% | -6% | 55%[activator] | 3% | -6% | -15 | -3 | -4% | -0.8
O=C(CCC1COc2ccccc2O1)Nc1ccccn1 (stereo not drawn) | -2% | -1% | 0% | 2% | -1% | -23 | 1 | -12% | 0.5
Cn1c(C(=O)NCCCN2CCN(c3ccccc3F)CC2)cc2c(=O)n(C)c3ccccc3c21 | -15% | 0% | -2%[57.4 µM] | -6% | -3% | 98* | 3 | 4% | 73*
FC(F)Oc1ccc(NC(=S)NN2CCOCC2)cc1 | 15%[56.9 µM] | 1% | 3% | -3% | -2% | -14 | -3 | -8% | -0.1
COc1ccc(N(CC(=O)N/N=C/c2ccc(-c3ccc([N+](=O)[O-])cc3)o2)S(=O)(=O)c2ccc(C)cc2)cc1 | -10% | -1% | -1% | ? | -1% | -2 | 2 | -19% | 5.9
COc1ccccc1C1=NOC(COC(=O)c2ccc([N+](=O)[O-])cc2)C1 (stereo not drawn) | -7% | -2% | 4% | -3% | -3% | -4 | -2 | 9% | -2.7
COc1ccc(N2CCN(C3CCCN(C(=O)CN4CCCCC4=O)C3)CC2)cc1 (stereo not drawn) | 24% | -4% | 1% | 10% | -6% | -7 | -5 | -1% | 0.1
COc1ccccc1C(=O)NC(=O)COC(=O)C1CC1 | -23% | -1% | 15% | -18% | 2% | 10 | -5 | 4% | 0.9

Structures listed so far that bear a hit mark in D2 antagonist.
structure	RGS4 inhibitor	ALOX12 inh	Glioma ERSR ind	D2 antagonist	ERG-DNA inh
Cn1c(C(=O)NCCCN2CCN(c3ccccc3F)CC2)cc2c(=O)n(C)c3ccccc3c21	-15%	-2%[57.4 µM]	-3%	98*	4%
